Screening data (PubChem BioAssay)
tim10-1 inh = inhibits growth of tim10-1 mutant yeast; S. cerevisiae tim10-1 ts strain growth, BacTiter-Glo, 24 h; inhibition, % at 20 µM; 330,000 compounds, 2.2% hits;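 active = inhibition of at least 40%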;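 also: mutant grown at 25 °C; 0% = DMSO wells with yeast and 100% = wells holding no yeast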
CHOP UPR activ = activators of apoptotic arm of unfolded protein response (CHOP). CHO-CHOP luciferase reporter, UPR activation, luminescence; percent of tunicamycin response over DMSO baseline. 330,000 compounds, 0.34% hits. activation, % at 10 µM. AID 449763;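 active = at 10 µM dose, activation of 40% or more, normalized to positive control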;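 also: 100% = tunicamycin at 10 µg/mL and 0% = DMSO alone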
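System: CHO CHOP reporter cells. Amount: 500 cells per well. Buffer or medium: F12 medium, 10% FBS. Compound dosing: one dose, 10 µM in 0.5% DMSO. Incubation: 6 h compound exposure at 37 °C after overnight seeding. Technique: Steady-Glo luciferase luminescence. Benchmarks: tunicamycin and DMSO controls.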
Mdm2-MdmX inh = human Mdm2/MdmX binding inhibition; AID 485346; 330,000 compounds, 3% hits; SaOS-2 split-luciferase Mdm2/MdmX complementation, luminescence; inhibition, % at 8 µM;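 active = inhibition of at least 50% at 8 µM in the primary screen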
CXCR6 inh = inhibitors of human CXCR6 receptor; 360,000 compounds, 0.36% hits; CHO-K1 PathHunter CXCR6 beta-arrestin, luminescence; AID 602244; inhibition, % at 20 µM; O00574; in the data active = inhibition above about 34%, passing the limit was not always enough;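 also: antagonist mode with CXCL16 agonist at 10 nM final; 0% = 10 nM CXCL16 with DMSO and 100% = unstimulated wells without agonist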
Target sequence (O00574 whole entry, looked up): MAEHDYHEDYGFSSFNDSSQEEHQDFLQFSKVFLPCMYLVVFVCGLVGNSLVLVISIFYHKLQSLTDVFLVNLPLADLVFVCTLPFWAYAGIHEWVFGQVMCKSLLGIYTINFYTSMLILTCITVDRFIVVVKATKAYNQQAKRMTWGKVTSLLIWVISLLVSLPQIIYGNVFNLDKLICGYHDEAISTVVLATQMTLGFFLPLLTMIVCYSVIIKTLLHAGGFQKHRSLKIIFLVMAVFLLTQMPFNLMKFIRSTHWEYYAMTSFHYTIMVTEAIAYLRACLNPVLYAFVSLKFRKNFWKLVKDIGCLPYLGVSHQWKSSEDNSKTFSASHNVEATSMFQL
APJ ag = agonists of human APJ apelin receptor; AID 2520; activation, % at 20 µM; CHO-K1 APJ PathHunter beta-arrestin, luminescence; 0% DMSO wells, 100% apelin; 330,000 compounds, 0.11% hits; P35414;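 active = activation more than six SD over the plate average, tested at 20 µM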;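 also: 0% = DMSO alone and 100% = apelin-13 at 10 nM; some results filed as inactive read as strong as hits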
Target sequence (P35414 whole entry, looked up): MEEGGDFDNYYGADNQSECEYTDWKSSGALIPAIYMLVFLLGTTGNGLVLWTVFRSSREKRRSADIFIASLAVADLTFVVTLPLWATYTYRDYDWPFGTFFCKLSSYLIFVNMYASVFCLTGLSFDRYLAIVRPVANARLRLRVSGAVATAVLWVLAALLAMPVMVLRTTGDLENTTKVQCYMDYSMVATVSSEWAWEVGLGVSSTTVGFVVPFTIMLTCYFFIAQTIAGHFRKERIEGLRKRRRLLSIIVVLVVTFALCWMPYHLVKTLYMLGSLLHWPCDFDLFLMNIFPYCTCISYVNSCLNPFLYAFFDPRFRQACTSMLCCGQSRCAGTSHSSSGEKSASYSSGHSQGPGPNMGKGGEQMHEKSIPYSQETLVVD
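Assay system: CHO-K1 APJ beta-arrestin complementation cell line / Compound: single test compound dose, 20 µM final, 1% DMSO / Times: overnight seeding, 90 min compound at 25 °C, 1 h detection / Technique: beta-gal luminescence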
APJ antag = blocks the human apelin receptor APJ; 330,000 compounds, 0.32% hits; CHO-K1 APJ beta-arrestin complementation, luminescence; P35414; inhibition, % at 20 µM;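 active = inhibition above about 40% at 20 µM, limit read from the data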;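 also: cells challenged with 10 nM apelin-13 agonist together with compound; plate controls were apelin-13 plus DMSO wells for no effect and DMSO wells lacking apelin-13 for full effect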
tim23-1 inh = tim23-1 yeast growth inhibition. S. cerevisiae tim23-1 growth, BacTiter-Glo luminescence, 24 h. inhibition, % at 20 µM. 330,000 compounds, 1.3% hits;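 active = growth inhibition of the mutant yeast at or above 50%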;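 also: temperature-sensitive mutant grown at 25 °C; plate controls were DMSO-treated mutant yeast for no effect and medium wells lacking yeast for full effect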
UPR XBP1 act = activators of adaptive arm of unfolded protein response (XBP1). CHO-XBP1 luciferase reporter, IRE1-XBP1 UPR activation, luminescence; percent of tunicamycin response, DMSO as zero. activation, % at 20 µM. 330,000 compounds, 0.33% hits. AID 463104;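 active = versus positive control, 20 µM dose yields 30% or more activation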;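 also: 100% = tunicamycin at 10 µg/mL and 0% = DMSO only wells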
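Material: IRE1-XBP1 luciferase reporter CHO line / Quantity: one thousand reporter cells per well / Buffer or medium: F12 with 10% serum / Compound: 20 µM single concentration, DMSO 1% / Times: 6 h treatment, 37 °C / Detection: Steady-Glo luciferase glow luminescence, 10 min after reagent addition / Benchmarks: tunicamycin high, DMSO low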
TIM10 inh = TIM10 yeast growth inhibition. S. cerevisiae TIM10 strain growth, BacTiter-Glo luminescence, 24 h. inhibition, % at 10 µM. 330,000 compounds, 1.4% hits. AID 463195;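 active = inhibition of 40% or more at the single tested concentration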;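 also: wild-type TIM10 isogenic control strain grown at permissive 25 °C; 0% = DMSO yeast wells and 100% = minimal medium wells without yeast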
An asterisk follows results filed as active. Some of the compounds tested (hit frequency here may not be typical).

Each structure is followed by: tim10-1 inh, CHOP UPR activ, Mdm2-MdmX inh, CXCR6 inh, APJ ag, APJ antag, tim23-1 inh, UPR XBP1 act, TIM10 inh
(1) Cc1ccc(S(=O)(=O)N(CC(=O)Nc2ccccc2)C(=O)N2CCN(C)CC2)cc1
 : 17, 0.5, 17, -13, 1, -4, -2, 3, 5
(2) Cc1[nH]c2ccccc2c1/C=C/C(=O)c1ccccc1
 : 2, 12, 1, -1, -4, -6, 42, 0, 36
(3) Cc1cc(C)c2nc(SCC(=O)NNC(=O)c3ccco3)c(C)cc2c1
 : 15, -3.2, 9, 3, 1, 14, 35, -5, 7
(4) COc1ccc(CNC(=O)COC(=O)C2CC2C)cc1OC (stereo unspecified)
 : 4, -1.3, 0, 0, 0, -25, 7, -1, 12
(5) COc1cc(C(=O)N/N=C(\C)Cn2nc([N+](=O)[O-])cc2C)ccc1O
 : -4, -3.3, 26, -6, 0, -11, 6, -3, 7
(6) O=C(Nc1ccc(N2CCOCC2)cc1)c1cnccn1
 : 4, -8.1, 54*, -1, -3, 22, 0, -12, -16
(7) CCCCCn1c(-c2ccco2)nc2nc3ccccc3nc21
 : 13, -3.6, 31, 6, -4, -9, 40, -3, 33
(8) O=C(O)c1ccc(-n2c(=O)c3ccccc3c3ccccc3c2=O)cc1
 : -3, 0.9, -13, -3, 0, -1, -1, -3, 5
(9) Cc1cccc(C)c1NC(=O)N1CCCC1C(=O)Nc1ccc(-n2cnnn2)cc1 (stereo unspecified)
 : -2, -0.6, 21, 0, -6, 19, -2, -1, -10
(10) CCC(CO)Oc1cc(NCc2ccc(C(C)(C)C)cc2)c2ncn(C(C)C)c2c1 (stereo unspecified)
 : -4, 16, 19, 8, 0, 10, 24, 1, -4
(11) COCc1c(C(=O)N/N=C(/C)c2ccc(OCc3ccccc3)cc2)nnn1-c1nonc1N
 : -4, 0.9, 4, 4, 3, -15, -17, -1, 2
(12) O=C(Nc1cccc(C(=O)O)c1)/C(=C/c1ccc2c(c1)OCO2)NC(=O)c1cccc(Br)c1
 : 16, 1.7, 19, 1, -1, 11, 14, -2, 17
(13) C[C@H](CO)N1C[C@H](C)[C@@H](CN(C)S(=O)(=O)c2ccccc2)Oc2ccc(NS(=O)(=O)c3ccccc3)cc2C1=O
 : -1, 5.4, 11, 1, -5, 25, 5, -1, 3
(14) O=C(O)CNC(=O)C12CC3CC(CC(Cl)(C3)C1)C2
 : 4, -0.4, 22, 1, -3, 4, 5, 3, 14
(15) CCOC(=O)C1CCN(C(=O)CN2C(=O)COc3ccc(C(C)(C)C)cc32)CC1
 : 44*, 1.9, 3, -1, -3, -12, 28, -5, 9
(16) CCOc1ccc(NC(=O)C2C(c3ccccc3)C2(Cl)Cl)cc1 (stereo unspecified)
 : -19, 1.6, -9, -5, 1, 12, 9, -2, -20
(17) CCn1c(O)c(/C=N/n2cnnc2)sc1=S
 : 28, -0.9, -5, -7, -3, -7, 13, 1, 7
(18) CCN(CC)C1CC(=O)N(c2ccc(Br)cc2)C1=O (stereo unspecified)
 : 28, 3.0, 13, 8, -1, 6, 30, 2, 25
(19) COc1ccc(CNC(=O)C2CC(c3cccc(OC)c3)=NO2)cc1 (stereo unspecified)
 : 15, -1.6, 11, 1, 1, -9, 22, -2, -2
(20) Cc1cccnc1NC(=O)C1CCN(S(=O)(=O)c2cccs2)CC1
 : -4, -0.4, 7, -1, -3, -4, 21, -3, 6
(21) COc1cc2cc(Oc3ccc4ccc(=O)oc4c3)c(=O)oc2cc1O
 : 3, 1.0, -13, 5, 0, -24, 15, 0, 3
(22) COc1cc(Cl)c(C)cc1NC(=O)CNC(=O)Cn1cnc2ccccc2c1=O
 : 10, -1.2, 23, -2, -6, 29, 8, -2, 4
(23) CN(C(=O)CSc1nc2ccccc2n1CCc1ccccc1)C1CCS(=O)(=O)C1 (stereo unspecified)
 : 37, 0.3, -32, -7, 1, 15, -11, 2, 29
(24) CCCOC(=O)c1c(NC(=O)CCCn2nc([N+](=O)[O-])c(Cl)c2C)sc(C(=O)OC)c1C
 : 3, 0.3, 10, 8, 0, 0, 17, -5, 14
(25) CCCCCN(C(=O)COC(=O)Cc1c(C)nc2ccccc2c1C)c1c(N)n(CCCC)c(=O)[nH]c1=O
 : -5, 0.8, 31, 8, -2, -50, -9, -1, -1
(26) N#Cc1c(-c2ccco2)cc(-c2ccccn2)nc1N
 : 20, 2.1, 0, 5, 6, -7, -1, -1, -8
(27) CC1=NN(c2nc(-c3ccc(C)cc3)cs2)C(=O)C1N=Nc1ccc2ccccc2c1 (stereo unspecified)
 : 1, 0.6, 27, 34, -9, 31, 0, 1, -6
(28) Cc1cc(C)n(C(=O)c2cc3c(s2)CCCC3)n1
 : 28, 5.1, -2, -2, -8, 4, 16, 2, 14
(29) CCc1cc(/C(Cc2csc(C)n2)=N/O)c(O)cc1O
 : 7, -1.2, 26, -1, -6, -10, 0, -3, -2
(30) CCOC(=O)c1sc(N2C(=O)C(O)=C(C(=O)c3ccco3)C2c2ccc(C)o2)nc1C (stereo unspecified)
 : 1, 7.3, 24, 3, -2, 14, 3, -3, -16

Values in list order from the list.
CXCR6 inh, entries 9–19 → 0, 8, 4, 1, 1, 1, -1, -5, -7, 8, 1

(list continues)
Each structure is followed by: tim10-1 inh, CHOP UPR activ, Mdm2-MdmX inh, CXCR6 inh, APJ ag, APJ antag, tim23-1 inh, UPR XBP1 act, TIM10 inh
(31) O=C(CCSCc1ccccc1F)N1CCN(c2ccccn2)CC1
 : 5, 0.5, -51, 2, -1, 11, -10, -1, -4
(32) O=C(NCC1(c2ccccc2)CCCC1)c1ccccc1
 : 25, -1.5, -20, 4, -3, 21, 19, 10, 13
(33) O=C(Cc1cccs1)NCCCc1ccccc1
 : 9, 1.7, 10, -2, -1, 9, -2, 3, 3
(34) CCOc1ccccc1N(CC(=O)NCC1CCCO1)C(=O)CCC(=O)Nc1nccs1 (stereo unspecified)
 : -22, -1.0, 5, -2, -2, 4, 0, -6, 12
(35) O=C(Nc1cccc(O)c1)c1cc(-c2ccco2)on1
 : -91, 1.8, -102, 3, -3, 8, -1, 1, -31
(36) COc1ccc(F)cc1S(=O)(=O)NCc1cc(=O)n(C)c(=O)n1C
 : -9, -2.3, 10, -9, 0, 9, -15, -3, -5
(37) COc1ccc(C2=NOC(C(=O)Nc3ccc(C)cc3)C2)cc1OC (stereo unspecified)
 : 12, -1.3, 10, 1, -6, 0, 15, -2, 12
(38) O=C(NCc1cccc(Cl)c1)C1CCC(=O)N(CCCN2CCOCC2)C1 (stereo unspecified)
 : 5, 3.1, -7, 0, -3, -13, 3, -4, 14
(39) Cc1ccc(C2c3[nH]c4ccccc4c3C[C@H]3C(=O)N(c4ccccc4C(=O)N4CCC(C(=O)O)CC4)C(=O)N23)cc1 (stereo partly specified)
 : 14, 0.9, 10, -9, 4, -99, -3, -2, 0
(40) O=S(=O)(c1ccccc1)N1C2CCC1CC(O)(c1cccnc1)C2 (stereo unspecified)
 : 9, -0.5, 10, 4, 0, -1, 11, 0, -6
(41) COc1ccc(-c2nnc(C)c3nocc23)cc1
 : 4, 2.5, -5, 0, -3, 9, 3, -6, 1
(42) CCCCNC(=O)C1CCC(=O)N1CCc1ccccc1 (stereo unspecified)
 : -3, 0.5, 7, -4, -4, 12, 3, -2, -2
(43) COc1ccc(CCn2c(-c3ccncc3)n[nH]c2=S)cc1OC
 : 1, 0.6, 0, -11, -2, 4, 3, -2, -7
(44) Cc1cnc(C(=O)OCC(=O)Nc2cccc(C)c2C)cn1
 : -8, -0.7, -13, 2, -3, -6, 4, 0, 10
(45) O=C(CCCCCN1C(=O)c2ccccc2C1=O)Nc1cccc(O)c1
 : -1, -0.5, 4, -6, -3, 18, -2, 0, -7
(46) Cc1ccc2c(c1)NC(=O)C(CC(=O)NCCCN1CCc3ccccc3C1)O2 (stereo unspecified)
 : -12, -0.3, 7, 6, -3, -61, -10, -1, -10
(47) O=C(COc1ccc(F)cc1)NN1C(=O)CSC1=S
 : 30, 0.6, 0, 3, 1, 3, 25, 2, 29
(48) Cc1cccc(/C=N/NC(=O)C(C)Nc2cccc3ccccc23)n1 (stereo unspecified)
 : 40, 7.4, 22, 4, 8, -7, 44, 7, 26
(49) O=C(NCCOC(=O)c1ccccc1)c1ccc([N+](=O)[O-])cc1
 : 1, 3.1, 5, -4, 0, -2, 15, 0, -7
(50) COc1ccc(CCNC(=O)CC2SC(=NCCc3ccccc3)NC2=O)cc1 (stereo unspecified)
 : -3, 0.0, 2, 8, -4, 4, 6, 0, 12
(51) CC(C)OCC1Cn2c(nc3c2c(=O)n(C)c(=O)n3C)O1 (stereo unspecified)
 : 2, 0.2, -10, -1, 0, -1, -4, 0, 2
(52) CCCc1ccc(Oc2cn[nH]c2-c2ccc(O)c(C)c2O)cc1
 : -191, 3.0, 24, 3, 2, -15, -277, 4, 71*
(53) O=C(c1nc2ccccn2c1CN1CCN(c2ccccc2O)CC1)N1CCCC1
 : 10, 4.3, 15, 3, -2, -4, 8, -1, 6
(54) Cc1c(C(=O)O)oc2c1C(O)CCC2 (stereo unspecified)
 : 6, -1.7, 13, 5, -4, -18, 7, 1, 1
(55) O=C(COc1ccccc1)Nc1nnc(-c2ccc(Cl)s2)o1
 : 14, 1.5, 4, 3, -1, 23, 33, 0, 15
(56) Cc1ccc(C(C)C)c(OCC(=O)Nc2ccc(N3CCOCC3)cc2N2CCOCC2)c1
 : -2, 1.4, -14, 9, 9, -8, -8, 0, 0
(57) O=C(NCc1nc(-c2ccccc2)no1)c1ccc(Br)o1
 : -12, -1.9, 6, 6, 3, 9, 12, -3, -9
(58) O=C(O)c1ccccc1OCc1ccccc1Br
 : 10, -2.2, 16, -9, -2, -6, 11, -1, 2
(59) O=C(Nc1cc(S(=O)(=O)N2CCOCC2)ccc1Cl)c1cc2ccccc2o1
 : 26, 0.1, 24, -5, -5, -5, 26, 0, 26
(60) COC(=O)c1ccc([C@H](NC(=O)c2ccco2)[C@]2(C)C[C@H]2C2CCCCC2)cc1
 : 19, -2.9, 4, 6, -1, 2, 31, 0, 15
